PPC-1+TRAIL kill = compounds killing PPC-1 cancer cells with TRAIL present (potentiator screen, no TRAIL-free arm). PPC-1 cells + TRAIL, ATPLite viability luminescence. AID 1443. cell killing (% activity), % at 4 µM. 220,000 compounds, 0.41% hits;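 active means cell killing above 50% in the first pass at 4 µM, then a duplicate retest at 5 µM averaging 50% or more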;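 further: plate controls were cells with TRAIL plus DMSO for no effect and medium-only wells lacking cells for full effect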
CHOP inh = blocks CHOP induction under ER stress. CHO-K1 CHOP-promoter luciferase, tunicamycin-induced, 15-18 h. AID 2732. 220,000 compounds, 3.8% hits. inhibition, % at 10 µM;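 active means compounds that reduced the stress-induced luciferase reporter signal by more than about 70% of percent inhibition, limit read from the data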;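 further: 0% = tunicamycin plus vehicle and 100% = wells without tunicamycin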
Mdm2 ligase inh = inhibitors of human Mdm2 E3 ubiquitin ligase | 210,000 compounds, 0.11% hits | cell-based MDM2 ubiquitination luciferase reporter, 2 h; 0 = plate control, 100 = twice control, blank-subtracted | signal enhancement, % at 5 µM | AID 1230 | Q00987;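 active means signal enhancement of 30% or more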;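 further: luminescence tracks abundance of the self-degrading MDM2-luciferase fusion protein; higher signal means inhibition of MDM2 E3 ligase activity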
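Buffer or medium: Cells held in DMEM | Assay system: Stable mammalian line carrying autodegrading MDM2–luciferase fusion reporter | Quantity: 2000 cells/well | Times: 4 h settle plus 2 h compound, 37 °C | Doses: One concentration, 5 µM, with 0.2% DMSO | Technique: Luminescence with SteadyLite reagent, 15 min at room temperature | Benchmarks: Plate controls and plate blanks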
EBV gp42 block = blocks Epstein-Barr virus glycoprotein 42 binding; Q1HVG2; Fluorescence polarization binding assay, mP read-out; inhibition, % (tested at 21.74 µM); 220,000 compounds, 0.42% hits; in the data active means inhibition above about 50%
Target sequence (Q1HVG2 whole entry, looked up): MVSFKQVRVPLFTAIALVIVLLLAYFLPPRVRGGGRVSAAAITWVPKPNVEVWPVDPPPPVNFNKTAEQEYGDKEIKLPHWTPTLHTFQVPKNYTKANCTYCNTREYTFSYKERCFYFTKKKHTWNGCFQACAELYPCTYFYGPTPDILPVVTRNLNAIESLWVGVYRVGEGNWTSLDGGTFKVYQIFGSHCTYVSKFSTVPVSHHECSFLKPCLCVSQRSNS
zfTRPN1 agonist = agonists of zebrafish TRPN1 channel. 220,000 compounds, 0.18% hits. HEK293 zebrafish TRPN1-YFP, Fluo-8 calcium fluorescence; 100% = response to 87 µM carbachol. AID 1424. activation, % at 3 µM;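 active means activation above its plate's cutoff, the mean activation of test wells on that plate plus 3 SD, cut at about 19% in these data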;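 further: 0% = DMSO alone and 100% = 87 µM carbachol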
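Assay system: Zebrafish TRPN1-YFP in HEK293 cells | Incubation: Dye loading 1 h at 37 °C, then 30 min room temperature | Measured by: Kinetic Fluo-8 fluorescence, ex 470-495, em 515-575 nm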
p47phox inh = inhibitors of human p47phox binding | p47phox/p22phox peptide binding, fluorescence polarization, 2 h | inhibition, % at 24.7 µM | 220,000 compounds, 0.53% hits;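 active means inhibition above about 30%, limit read from the data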;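 further: 0% = p47phox with labelled peptide and 100% = labelled peptide alone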
Runt-SMMHC FRET = Runt domain-CBFb-SMMHC interaction inhibition; Q01196+Q13951; Cerulean-Runt/Venus-CBFb-SMMHC FRET ratio 530/480, 1 h; inhibition, % at 20 µM; AID 1434; 220,000 compounds, 0.74% hits;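 active means mean inhibition across duplicate retests at 20 µM reaching about 50%, limit read from the data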;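 further: 0% = DMSO wells and 100% = wells with excess untagged CBFb-SMMHC; inhibitors lower the FRET ratio by blocking Runt binding to CBFb-SMMHC; some results filed as inactive read as strong as hits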
Target sequence (Q01196 whole entry, looked up, the tested form may be a part): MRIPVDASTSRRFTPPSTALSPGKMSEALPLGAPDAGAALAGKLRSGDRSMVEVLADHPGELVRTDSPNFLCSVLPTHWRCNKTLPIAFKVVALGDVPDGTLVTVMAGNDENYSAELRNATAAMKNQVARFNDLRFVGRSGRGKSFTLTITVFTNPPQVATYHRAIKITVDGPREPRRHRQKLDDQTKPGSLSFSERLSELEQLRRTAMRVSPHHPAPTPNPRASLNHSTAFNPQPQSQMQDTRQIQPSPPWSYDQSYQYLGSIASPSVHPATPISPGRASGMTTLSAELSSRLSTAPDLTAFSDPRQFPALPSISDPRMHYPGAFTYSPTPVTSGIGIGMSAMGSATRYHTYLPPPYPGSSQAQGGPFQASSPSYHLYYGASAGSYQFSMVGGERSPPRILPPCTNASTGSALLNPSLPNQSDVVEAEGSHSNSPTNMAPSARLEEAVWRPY
Target sequence (Q13951 whole entry, looked up, the tested form may be a part): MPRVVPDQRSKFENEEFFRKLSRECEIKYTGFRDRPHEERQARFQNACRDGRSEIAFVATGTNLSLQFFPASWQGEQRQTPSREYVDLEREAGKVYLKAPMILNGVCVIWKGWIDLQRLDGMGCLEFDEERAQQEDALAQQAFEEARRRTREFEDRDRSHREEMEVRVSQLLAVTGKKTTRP
TNF necrop inh = TNF-alpha cell death inhibition in Jurkat FADD-/- cells; Jurkat FADD-/- TNF necroptosis rescue, ATP luminescence, 24 h; 0 = TNF only, 100 = no-TNF cells; activation (protection from cell death), % at 10 µM; 220,000 compounds, 0.068% hits; AID 463075;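 active means activation, meaning protection from cell death, of at least 50% relative to plate controls; inactive means activation below 50%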;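 further: necroptosis triggered by 40 ng/mL TNF-alpha added together with compound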
TRPML3 agonist = agonists of human TRPML3 channel; Q8TDD5; HEK293 TRPML3-YFP, Fluo-8 calcium fluorescence; 100% = the carbachol control signal; activation, % at 3 µM; 220,000 compounds, 0.29% hits; AID 1448;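 active means activation above its plate's cutoff, the mean activation of the plate's test wells plus 3 SD, cut at about 12% in these data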;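 further: 0% = DMSO only wells and 100% = carbachol wells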
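Test system: HEK293 cells stably carrying human TRPML3-YFP; Doses: single dose, 3 µM final nominal compound, 0.3% DMSO final; Schedule: dye loading 1 h 37 °C then 30 min ambient, 125 s read; Technique: Fluo-8 calcium fluorescence; Benchmarks: high control carbachol 87 µM, low control DMSO.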
* marks the source's active call; other numbers are inactive results; x = no result given; & = joins results of further samples; [ ] = dose if it differs, or a comment.

SMILES	PPC-1+TRAIL kill	CHOP inh	Mdm2 ligase inh	EBV gp42 block	zfTRPN1 agonist	p47phox inh	Runt-SMMHC FRET	TNF necrop inh	TRPML3 agonist
C=CCn1c(O)c(C=Nc2ccc(OC)cc2C)c(=O)[nH]c1=O	-3.7	19.3	4.6	-11.1	-0.8	-34.5	35.9	-1.7	1.0
O=[N+]([O-])c1cccc(CN2CCN(Cc3ccc(Br)cc3)CC2)c1	6.2	63.6	-89.2	-7.2	6.2	3.3	-0.3	-4.6	3.3
COc1ccc(C2SCC(=O)Nc3c2c(C)nn3C2CCOC(C)(C)C2)cc1 (stereo unspecified)	9.8	-3.4	-2.9	-33.0	-0.2	-0.1	-2.3	-1.7	0.0
CC(C)c1ccc(N=Nc2c(O)[nH]c(=O)[nH]c2=O)cc1	30.7	-30.5	-14.5	1.4	0.1	-5.6	-13.8	-2.4	0.5
CC(=O)OC1C2CCCC1C(N1CCCC1)CC2 (stereo unspecified)	22.6&8.0	-1.5&-9.4	10.3&-3.9	10.2&-24.0	-0.2&0.9	-10.9&-3.1	0.5&-2.3	-11.1&-1.3	0.8&0.5
Cc1nn(Cc2ccccc2)c(C)c1C(=O)NC1CCCc2ccccc21 (stereo unspecified)	1.0	12.9	-10.1	-9.9	1.1	-9.3	3.0	-1.5	0.0
CC(=NCCC1=CCCCC1)c1c(O)[nH]c(=O)[nH]c1=O	17.4	12.4	-21.5	-19.4	-0.1	-17.3	4.7	-7.5	0.0
CCCC(C)n1[nH]c(=O)c2c1NC(=O)CSC2c1ccc(OC)c(OC)c1 (stereo unspecified)	-12.3	15.4	-1.9	10.7	-1.8	-7.7	13.6	-0.2	0.6
O=C(COc1ccc(Cl)cc1)N(c1ccccc1Cl)C1CN2CCC1CC2 (stereo unspecified)	18.9	23.3	-11.2	-1.9	2.7	-9.7	3.0	-0.7	0.3
CCOC(=O)c1c(/N=C/c2c(O)n(-c3cccc(C)c3)c(=O)[nH]c2=O)sc2c1CCCC2	6.6	97.5*	17.5	-15.8	-1.6	-9.8	3.8	0.3	0.3
O=P(NS(=O)(=O)c1ccc(Br)cc1)(Oc1ccccc1)Oc1ccccc1	-1.5	38.6	-15.6	-8.9	0.0	-7.5	-6.6	0.3	0.4
Cc1ccc(C)c(C2(O)CC(C)N(C)CC2C)c1 (stereo unspecified)	11.5	9.0	-10.6	-4.8	2.5	-1.8	0.5	1.5	1.1
O=C1CC(N2CC=C(c3ccccc3)CC2)C(=O)N1c1ccc(F)cc1 (stereo unspecified)	22.8	43.4	-9.2	-14.8	0.9	-24.3	-3.7	1.2	0.2
C=CCN1C(=O)NC(=O)/C(=C/c2ccc(N(C)C)c(Br)c2)C1=O	-10.3	-4.1	-23.6	-6.8	-0.4	-54.1	-5.9	-1.6	0.3
CC(=Nc1ccc2c(c1)CCC2)c1c(O)n(-c2ccccc2)c(=O)[nH]c1=O	37.6	32.0	-1.1	-6.6	1.6	-14.7	2.4	-1.7	-0.1
CN1C(=O)C(=Cc2ccccc2OCCOc2ccc([N+](=O)[O-])cc2)C(=O)N(C)C1=O	-7.8	1.5	20.5	-15.2	-1.1	3.8	-8.9	-8.1	-0.2
CCC(C)(C)n1nnnc1CN1CCC(n2c(C)nc3cc(C(F)(F)F)ccc32)CC1	-9.3	67.8	-9.6	-5.0	1.4	6.0	-11.9	1.9	1.4
O=c1[nH]c(=O)n(Cc2ccc(F)cc2)c(O)c1C=NCCCN1CCOCC1	6.9	35.7	-14.2	-15.8	0.4	-21.7	2.2	-0.1	0.0
Cc1cc(C)cc(N2C(=O)NC(=O)/C(=C\C=C\c3ccco3)C2=O)c1	15.1	107.3*	17.4	-171.4	2.4	-51.4	-18.2	-7.2	2.3
O=C(Cn1c(=S)[nH]c2ccccc2c1=O)N1CCC2(CC1)OCCO2	24.1	-20.4	-8.5	-12.0	1.9	-10.8	1.0	-2.2	0.9
S=P(Nn1cnnc1)(c1ccccc1)c1ccccc1	5.4	2.3	-11.9	1.0	1.4	3.0	-3.4	0.0	1.2
O=C1CC[C@@]2(O)[C@H]3Cc4ccc(O)c5c4[C@@]2(CCN3CC2CC2)[C@H]1O5	8.4	-1.0	x	-9.8	1.9	-8.1	4.8	1.3	0.6
CCOP(=O)(OCC)C(O)c1ccc(OC)cc1OC (stereo unspecified)	8.6	1.9	x	-3.4	0.5	-5.2	2.8	1.3	0.8
CCOC(=O)c1c(C)n(Cc2ccccc2)c2ccc(OCC(O)CN3C(=O)CNC3=O)cc12 (stereo unspecified)	15.3[5 µM]	38.8	-18.0	1.9	-1.4	-13.7	-6.8	-2.8	-0.2
CC[N+]12CCC(CC1)C(=C(c1ccccc1)c1ccccc1)C2	26.2	-13.1	-7.5	-20.8	0.6	-13.2	-5.3	1.3	0.1
CC(C)C/C(=N/O)c1c[nH]c2ccccc12	16.4	10.9	-9.4	14.6	0.2	-5.5	0.9	-0.6	0.7
COc1ccc(/C=C2\C(=O)NC(=O)N(CCC3=CCCCC3)C2=O)c(OC)c1	5.5	14.7	-6.7	-10.4	0.1	-5.7	-9.7	0.8	0.0
O=c1[nH]c(=S)n(-c2ccccc2)c(O)c1C=NCc1ccccn1	4.2	-5.0	-10.0	-0.9	0.8	-3.2	-1.5	-8.7	0.3
COc1ccc(C2(C#N)CCN(C)CC2)cc1	21.5	-1.5	1.0	-16.7	-0.4	-11.4	-2.4	0.5	0.5
CCCCOc1ccc(CN2CCN(CCO)CC2)cc1	16.8	17.5	-10.3	-9.3	-0.9	-9.7	-1.6	-2.2	1.5
CN(C)C(=O)Oc1noc2cc(Cl)ccc12	14.9	0.3	-20.9	-6.9	-0.6	-5.9	1.1	1.1	0.0
N#CC(C#N)=Cc1ccc(-c2ccccc2F)o1	29.1	-27.6	0.5	101.3*	-1.0	-16.4	-52.1	-3.8	0.4
O=C(O)C(Cc1cnc[nH]1)NS(=O)(=O)c1ccc(Cl)cc1 (stereo unspecified)	-5.7	20.1	0.5	-2.2	1.8	-4.2	2.2	0.9	0.7
COC(=O)C1=Nc2ccccc2/C1=C\c1c(O)n(-c2ccc(OC)cc2)c(=O)[nH]c1=O	x	19.1	-11.6	-20.4	0.5	-66.1	6.8	-7.0	-0.3
CC(c1ccccc1)n1cncc1C(=O)N1CCCC1=O (stereo unspecified)	-3.7	-7.4	0.3	-15.1	0.6	-8.4	-1.1	-2.4	0.1
CCCCn1c(O)c(C(CC)=NCc2cc(OC)cc(OC)c2)c(=O)[nH]c1=O	4.2	54.8	0.7	-9.5	-2.0	-13.2	-0.6	0.4	-0.5
O=c1c2cc([N+](=O)[O-])ccc2nc(CN2CCOCC2)n1-c1ccccc1F	9.3	-6.3	-3.1	-1.6	0.8	-12.6	1.5	-1.8	-0.2
COC(=O)[C@@H]1[C@@H](C(=O)OC)C2(c3ccccc3-c3ccccc32)N(c2ccc(Cl)cc2)N1C#N	25.9	109.0*	-8.8	3.2	1.7	15.5	-1.2	-17.6	1.3
O=C(c1cn(Cc2ccccc2)c2ccccc12)N1CCCCC1	5.0	0.1	-3.9	-7.3	-1.3	-16.6	-3.9	0.2	-1.2
c1ccc2c(N3CCNCC3)nsc2c1	10.4	12.8	-10.7	-9.0	0.3	-1.6	2.1	4.5	0.6
O=C(COc1ccccc1)N1CCN(C2CC3CCC2C3)CC1 (stereo unspecified)	19.2	23.4	0.7	1.1	1.7	-11.3	0.7	-0.1	0.3
CCCCn1c(NC(=O)c2ccc(Br)o2)c(C(=O)OCC)c2nc3ccccc3nc21	23.1	24.4	0.3	-25.9	-1.1	-3.7	23.3	-4.5	0.1
N#Cc1ccccc1Cn1cc(C(=O)c2ccccc2F)c2ccccc21	8.2	0.0	-2.8	-10.8	-0.8	-8.1	-1.4	1.0	0.2
CN(C)C(=O)Oc1ccc(OC(=O)N(C)C)cc1	1.5	-16.6	-6.3	1.4	1.7	-2.4	-0.3	-0.5	0.8
COc1ccccc1CN1CCCCC1c1cccnc1 (stereo unspecified)	15.9	31.8	-8.9	-12.4	-2.1	2.7	1.2	-0.1	0.5

Part of the list above in order of molar mass, rising.
SMILES	PPC-1+TRAIL kill	CHOP inh	Mdm2 ligase inh	EBV gp42 block	zfTRPN1 agonist	p47phox inh	Runt-SMMHC FRET	TNF necrop inh	TRPML3 agonist
O=C(COc1ccccc1)N1CCN(C2CC3CCC2C3)CC1 (stereo unspecified)	19.2	23.4	0.7	1.1	1.7	-11.3	0.7	-0.1	0.3
O=C(c1cn(Cc2ccccc2)c2ccccc12)N1CCCCC1	5.0	0.1	-3.9	-7.3	-1.3	-16.6	-3.9	0.2	-1.2
CCCCn1c(O)c(C(CC)=NCc2cc(OC)cc(OC)c2)c(=O)[nH]c1=O	4.2	54.8	0.7	-9.5	-2.0	-13.2	-0.6	0.4	-0.5

Next section
SMILES	PPC-1+TRAIL kill	CHOP inh	Mdm2 ligase inh	EBV gp42 block	zfTRPN1 agonist	p47phox inh	Runt-SMMHC FRET	TNF necrop inh	TRPML3 agonist
CN1C(=O)NC(=O)/C(=C/c2ccc([N+](=O)[O-])o2)C1=O	6.9	9.4	-9.9	-9.4	1.0	-48.3	18.7	2.3	0.4
CC(C)CC(NC(=O)C1CCCCC1)C(=O)N1CCC2(CC1)OCCO2 (stereo unspecified)	15.0	-6.6	-8.8	-17.7	0.8	1.2	-6.1	0.1	0.5
CCN1C(=O)CC(c2cccnc2)=Nc2ccccc21	-4.9	13.0	0.4	-15.0	0.0	1.0	-0.5	1.1	0.5
CN(C)CCN=Cc1c(O)n(C2CCCCCC2)c(=O)[nH]c1=O	-0.2	31.4	11.3	-20.1	1.9	-10.5	1.5	-3.7	1.0
O=c1cccc2n1CC1CC2CN(c2ncnc3c2cnn3-c2ccccc2)C1 (stereo unspecified)	11.0	17.6	-13.4	-20.7	0.6	1.7	-0.8	0.8	1.1
CCOC(=O)c1sc(N=Nc2c(O)[nH]c(=O)[nH]c2=O)c(C(=O)OCC)c1C	10.7	105.0*	-11.4	-1.8	0.4	-70.5	-1.2	-2.2	0.1
O=C(NCCN1CCOCC1)c1ccc(Cl)nc1Cl	2.6	0.0	5.0	-5.2	1.1	-3.4	0.4	-0.2	0.8
Cn1c(O)c(/C=N/NC(=O)c2ccncc2)c(=O)n(C)c1=S	0.9	59.4	x	-32.3	-0.2	-155.0	81.1*	-0.1	1.1
CCOP(=O)(OCC)C(O)c1cccc([N+](=O)[O-])c1 (stereo unspecified)	2.9	2.2	-9.7	-8.6	1.0	-1.7	-0.3	0.6	1.0
O[C@@H]1CCCC[C@H]1N1CCC(c2ccccc2)CC1	-16.3&8.8	10.3&-9.6	-14.5	10.0&-14.9	-0.4&0.1	-11.8&-15.4	-0.5&-0.4	-1.5	0.6&0.7
CCC(C)n1c(O)c(C(c2ccccn2)c2c(O)n(C(C)CC)c(=S)[nH]c2=O)c(=O)[nH]c1=S (stereo unspecified)	25.9	10.8	-2.6	-12.2	4.6	0.7	6.6	-2.5	-0.4

From PubChem BioAssay

An excerpt, so the mix of outcomes need not match the whole.
